GRP78 ERSR act: induces the endoplasmic reticulum stress response in human glioma cells | Potency, µM, for the others: at the highest dose activation, most hits filed as activators | U87-MG GRP78 promoter luciferase reporter, 16 h | hit rate 0.02% among 420,000; active = well fitted activation curve with a large enough effect; inconclusive = small, poorly fitted or top-dose-only effect; inactive = no such curve, though single readings can be large or run the other way; note: series mostly up to about 76 µM; % of control where 0% means no effect; nearly all actives have a fitted effect of over 35% in size
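Stably transfected U87-MG human glioma cells carrying a GRP78-based luminescent sensor were seeded at 1000 cells/well, pin-dosed with compounds and incubated 16 h. Luciferase reagent was then added, and end-point luminescence was read after 10 min at room temperature.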
Starred values were filed as active, the others as inactive; u = inconclusive; & = joins results of further samples. Potency is the fitted concentration of half-maximal effect. The list is partial (hit frequency here may not be typical).

SMILES	GRP78 ERSR act
CC(=O)N1CCC2(CCCN(c3ccncc3)C2)CC1	-3%
Nc1c(S(=O)(=O)O)cc(Nc2ccc(Cl)cc2)c2c1C(=O)c1ccccc1C2=O	-8%
Cc1cc(C)n(-c2ccc(C(=O)N3CCc4c(cnc(C)c4CNC(=O)c4ccccc4F)C3)cc2)n1	-5%
Cc1ccc(C)c(CN2C[C@H](Sc3ccccn3)C[C@H]2C(=O)Nc2ccc3sc(C)nc3c2)c1	-3%
O=C(O)C1Cc2c([nH]c3ccccc23)C(c2ccccc2)N1 (centres undefined)	-3%
O=C(Nc1ccccc1)N1CC2(CCN(S(=O)(=O)c3ccccc3)CC2)C1	2%
Fc1ccc([C@H]2CCNCC2COc2ccc3c(c2)OCO3)cc1 (some centres undefined)	-5%
O=c1c(-c2cc(F)cc(F)c2)nc2cncnc2n1-c1ccccc1	-3%
OCC(O)COc1ccc(Cl)cc1 (centres undefined)	-3%
COCC(=O)N1CCC[C@@]2(CCN(Cc3cc(C(F)(F)F)cc(C(F)(F)F)c3)C2)C1	-1%
CC(NC(=O)C1CC1)c1nnc2n1CCN(Cc1cccc(F)c1F)CC2 (centres undefined)	0%
COc1ccccc1C(=O)N[C@@H]1c2ccccc2C2(CCN(Cc3nc(C(C)C)cs3)CC2)[C@H]1O	-7%
COc1ccc(-n2c(=O)c(CCc3ccccc3)nc3cnc(N4CCNCC4)nc32)cc1	0%
CC(C)N1CCN(C(=O)c2cnn(-c3nccc(-c4ccc5c(c4)OCO5)n3)c2-c2ccco2)CC1	-6%
COCc1c(C(=O)N2CCN(c3ccccc3O)CC2)cnn1-c1nccc(-c2cccs2)n1	-3%
CS(=O)(=O)N1CCC2(CCCN(c3ncccn3)C2)CC1	-3%
CC1(C)[C@@H](OC(=O)CCC(=O)O)CC[C@@]2(C)[C@H]1CC[C@@]1(C)[C@H]2C(=O)C=C2[C@H]3C[C@](C)(C(=O)O)CC[C@]3(C)CC[C@@]21C	-2%
COCCn1c(=O)cnc2cnc(Oc3ccc(OC)cc3)nc21	1%
O=C(c1cccc(F)c1)N1CCC2(CC1)CCN(c1ccncc1)CC2	-6%
CC[C@H](C)[C@H](NC(=O)[C@@H](N)CCC(=O)O)C(=O)N[C@@H](CC(C)C)C(=O)N[C@@H](CC(=O)O)C(=O)N[C@H](C(=O)N1CCC[C@H]1C(=O)N[C@@H](CO)C(=O)N[C@H](C(=O)O)[C@@H](C)O)C(C)C	-2%
CCOC(=O)C1CCCN(C(=O)c2cnn(-c3nccc(-c4cc(C)sc4C)n3)c2C)C1 (centres undefined)	0%
CSCC[C@H](NC(=O)[C@@H]1CCCN1C(=O)CNC(=O)[C@H](CCCCN)NC(=O)[C@H](Cc1cnc[nH]1)NC(=O)[C@H](CO)NC(=O)[C@H](CC(C)C)NC(=O)[C@H](CCCN=C(N)N)NC(=O)[C@@H]1CCCN1C(=O)[C@H](CCCN=C(N)N)NC(=O)[C@@H]1CCC(=O)N1)C(=O)N1CCC[C@H]1C(=O)N[C@@H](Cc1ccccc1)C(=O)O	-4%
CCC(=O)OCC(=O)C1(OC(=O)CC)C(C)CC2C3C(Cl)CC4=CC(=O)C=C[C@@]4(C)C3C(O)C[C@@]21C (some centres undefined)	-5%
CCN(Cc1ccncc1)Cc1ccc2c(c1)CN(C(=O)c1ccc(OC)cc1)CCO2	-3%
COCCN(C)C(=O)c1cnn(-c2ncc3c(n2)-c2ccccc2CC3)c1C	1%

Looked up above.
In GRP78 ERSR act, `COCC(=O)N1CCC[C@@]2(CCN(Cc3cc(C(F)(F)F)cc(C(F)(F)F)c3)C2)C1` is entered as -1%
In GRP78 ERSR act, `CCC(=O)OCC(=O)C1(OC(=O)CC)C(C)CC2C3C(Cl)CC4=CC(=O)C=C[C@@]4(C)C3C(O)C[C@@]21C` (some centres undefined) is entered as -5%

Already shown: entries from further up.
SMILES	GRP78 ERSR act
CC(=O)N1CCC2(CCCN(c3ccncc3)C2)CC1	-3%
Nc1c(S(=O)(=O)O)cc(Nc2ccc(Cl)cc2)c2c1C(=O)c1ccccc1C2=O	-8%
Cc1cc(C)n(-c2ccc(C(=O)N3CCc4c(cnc(C)c4CNC(=O)c4ccccc4F)C3)cc2)n1	-5%
Cc1ccc(C)c(CN2C[C@H](Sc3ccccn3)C[C@H]2C(=O)Nc2ccc3sc(C)nc3c2)c1	-3%
O=C(O)C1Cc2c([nH]c3ccccc23)C(c2ccccc2)N1 (centres undefined)	-3%

Back to the main list; the 3 compounds before the break are reprinted first.
SMILES	GRP78 ERSR act
CCC(=O)OCC(=O)C1(OC(=O)CC)C(C)CC2C3C(Cl)CC4=CC(=O)C=C[C@@]4(C)C3C(O)C[C@@]21C (some centres undefined)	-5%
CCN(Cc1ccncc1)Cc1ccc2c(c1)CN(C(=O)c1ccc(OC)cc1)CCO2	-3%
COCCN(C)C(=O)c1cnn(-c2ncc3c(n2)-c2ccccc2CC3)c1C	1%
CN(C)/N=N/c1nc[nH]c1C(N)=O	-2%&-3%
CC[C@@H]1C(c2cccc(C)c2)=NN(c2ccc(Br)cc2)[C@H]1C(=O)N1CCOC1=O	-4%
COC(=O)C/C=C/C(C)C(OC)c1ccccc1Br (centres undefined)	-3%
N#Cc1cccc(NC(=O)N2CCC3(CC2)CCN(C(=O)c2cnccn2)CC3)c1	-4%
COc1cc(-c2coc3cc(OCc4ccccc4)c(OC)c(O)c3c2=O)cc(O)c1OC	-2%
N#Cc1ccccc1-c1ccc2ncnc(NCc3cccs3)c2c1	-10%
CCC1CN(CCNC(=O)c2ccnc(Cl)c2)Cc2cc(OC)ccc2O1 (centres undefined)	-4%
CCN1C(=O)c2ccccc2C1Nc1cccc(OCCN2CCCCC2)c1 (centres undefined)	-3%
COc1ccccc1-c1cc(=O)c2cccc(OC)c2o1	2%
COCCNc1ncnc2ccc(-c3cccnc3)cc12	-3%
COc1cc(=O)n2c(c1C(=O)NC(C)c1ccco1)CCN(Cc1cc(C)ccc1C)CC2 (centres undefined)	-3%
S=C(NC1CCCCC1)N1CCC([C@H]2C=NC=N2)CC1	-4%
CC(NC(=O)c1ccco1)c1nnc2n1CCN(Cc1ccc(Cl)cc1)CC2 (centres undefined)	u
Cn1cccc1C(=O)N1CCC[C@@]2(CCN(Cc3nccs3)C2)C1	-5%
COC(=O)N1CCC[C@@]2(CCN(c3ncccn3)C2)C1	-3%
C=C1C(=CC=C2CCC[C@]3(C)[C@@H]([C@H](C)C=C[C@H](C)C(C)C)CC[C@@H]23)C[C@@H](O)C[C@@H]1O	0%
Cc1ccc2c(c1)CN(CCNC(=O)C(C)Oc1ccccc1)CC(C)O2 (centres undefined)	-5%
CCOC(=O)N/N=C1/C[C@@H](O)[C@@H](O)[C@@H]2[C@@H]3C(=O)N(C(C)(C)C)C(=O)[C@H]3CC[C@H]12	-4%
CCOC(=O)C[C@@H](CC(C)=O)C(=O)OCC	-5%
NS(=O)(=O)c1ccc(NC(=O)CCC(=O)O)cc1	-1%
COCCNc1ccnc(-c2ccccc2CN(C)C)n1	-2%
CC/C(=C(/CC)c1ccc(OP(=O)(O)O)cc1)c1ccc(OP(=O)(O)O)cc1	-4%
COc1ccc(C(=O)N2CCC3(CC2)CCN(c2ccccn2)CC3)cc1	-3%
CCCCCCCCCCCC(=O)[O][Sn]([CH2]CCC)([CH2]CCC)[O]C(=O)CCCCCCCCCCC	-4%
CNC(=O)C(N)CSC(C)C1=C(C)c2cc3[n-]c(cc4nc(cc5[n-]c(cc1n2)c(C)c5CCC(=O)O)C(CCC(=O)O)=C4C)c(C)c3C(C)SCC(N)C(=O)NC.[Fe+2] (centres undefined)	-4%
SMILES	GRP78 ERSR act
O=S(=O)(O)Oc1ccc(C(c2ccc(OS(=O)(=O)O)cc2)c2ccccn2)cc1	0%
Cc1cccnc1-c1cccc2c1OC(CNC(=O)Cc1c(C)noc1C)C2 (centres undefined)	-5%
c1cn(-c2cc(-c3ccc4c(c3)OCO4)ncn2)cn1	-1%
COc1ccc(C(C)C(=O)c2ccc(O)cc2O)cc1 (centres undefined)	0%
OCC1OC(n2cnc3c(Cl)nc(Cl)nc32)C(O)C1O (centres undefined)	-6%
COCC1CCCN(Cc2ccc3c(c2)CN(C(=O)c2ccc(OC)nc2OC)CCO3)C1 (centres undefined)	-5%
CC(C)NC[C@@H](O)COc1cccc2[nH]ccc12	-1%&-2%
CC(C)c1ccc2oc3nc(N)c(C(=O)O)cc3c(=O)c2c1	-10%
CO[C@H]1COC(=O)C/C=C\[C@@H](C)[C@H](OC)COC(=O)CCC[C@@H]1C	-4%
CC(C)C(N)C(=O)OCCOCn1cnc2c(=O)[nH]c(N)nc21 (centres undefined)	-5%
COc1ccc(Nc2ncc3nc(-c4cccs4)c(=O)n(Cc4cccc(OC)c4)c3n2)cc1	-4%
O=C(c1csnn1)N1CCC[C@@]2(CCN(c3ncccn3)C2)C1	-4%
Cc1oc(-c2ccccc2NC(=O)C2CCCO2)nc1CNC(=O)c1cc(Cl)ccc1F (centres undefined)	-4%
CNC1C(O)C(O)C(CO)O[C@H]1OC1C(O[C@@H]2C(O)C(O)[C@@H](N=C(N)N)C(O)C2N=C(N)N)OC(C)[C@]1(O)C=O (some centres undefined)	-5%
CCCCCC=CCC=CCCCCCCCC(=O)OCC	-5%
COc1ccc2c(c1)OC(C)CN(CCNC(=O)c1cccc(N3CCNC3=O)c1)C2 (centres undefined)	-2%
O=C1C[C@@H](O)[C@@H](O)[C@@H]2[C@H]3C(=O)N(c4ccc(F)cc4F)C(=O)[C@@H]3CC[C@H]12	-4%
CC(/C=C/C=C(\C)C(=O)O[C@@H]1O[C@H](CO[C@@H]2O[C@H](CO)[C@@H](O)[C@H](O)[C@H]2O)[C@@H](O)[C@H](O)[C@H]1O)=C\C=C\C=C(C)\C=C\C=C(/C)C(=O)O[C@@H]1O[C@H](CO[C@@H]2O[C@H](CO)[C@@H](O)[C@H](O)[C@H]2O)[C@@H](O)[C@H](O)[C@H]1O	-4%
CC[C@@H](c1ccccc1)n1c(=O)n2n(c1=O)[C@H]1[C@H](O)[C@H]3O[C@@H]3/C(=N/OCc3ccccc3)[C@@H]1CC2	-4%
CCC1(C2CCN(Cc3cccc4ccccc34)CC2)NC(=O)N(Cc2ccc3c(c2)OCO3)C1=O (centres undefined)	-4%
Cc1cc2oc(=O)cc(-c3ccccc3)c2c(C)c1-c1sccc1C=O	-1%
O=C1CCN(Cc2cccc(C(F)(F)F)c2)CCN1Cc1ccccn1	-3%
COc1cccc(CN2CCc3nnc(CCc4ccccc4)n3CC2)c1OC	0%
CCC(/C=C/C(C)C1CCC2C3CCC4=CC(=O)CC[C@@]4(C)C3CC[C@@]12C)C(C)C (some centres undefined)	-3%
Cc1ccc(C(=O)Nc2cccc(-c3nc(CNC(=O)c4ccc(F)cc4Cl)c(C)o3)c2)s1	-4%
SMILES	GRP78 ERSR act
CCCCCCCCCC(=O)NO	-3%&0%
CO/N=C(/C)CCC(=O)OC[C@@H]1O[C@H](c2ccccc2)C=C[C@@H]1Oc1ccc(OC)cc1	-5%
CC1(C)S[C@H]2[C@@H](NC(=O)C(N)c3ccccc3)C(=O)N2[C@H]1C(=O)O (some centres undefined)	-3%
C[C@H]1C[C@H]2[C@@H]3CCC4=CC(=O)C=C[C@]4(C)[C@@H]3C(=O)C[C@]2(C)[C@@]1(O)C(=O)CO	-3%
Cc1oc(-c2ccccc2NC(=O)c2ccsc2)nc1CN(C)CC1CC=CCC1 (centres undefined)	-6%
COc1cc2c(c(OC)c1OC)-c1ccc(OC)c(=O)cc1[C@@H](NC=O)CC2	-6%
Cc1cnc(CNc2ncncc2-c2ccc(C(=O)N(C)C)cc2)cn1	-2%

From PubChem
